Screening data: PubChem BioAssay, several laboratories
AID2073 = inhibitors of Mint1-CaV2.2 protein interaction, biochemical, HTRF (AID 2073); inhibition, % at 20 µM; hits with a dose series show IC50 in µM; HTRF protein-protein interaction, Mint1-CaV2.2; higher % means a stronger effect; 290,000 compounds, 0.19% hits; in the data active means inhibition mostly above about 51%, no sharp cut-off; further: some results filed as inactive read as strong as hits
LYP inhibition = inhibitors of LYP phosphatase, biochemical, fluorescence intensity, uHTS (AID 1779). recombinant LYP phosphatase, fluorescence intensity; higher % means a stronger effect. one-dose inhibition, % at 11.5 µM; IC50 in µM for titrated hits. 290,000 compounds, 0.054% hits;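 further: plate controls were vehicle with enzyme for no effect and no enzyme for full effect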
Dynein cargo inh = blocks dynein driven cargo transport along microtubules. z-score, hits read low. 220,000 compounds, 0.47% hits. AID 1381. 3617.4 mouse cells, GR-EGFP nuclear translocation imaging; test concentration mostly 20 µM; stimulated with dexamethasone, 1 µM; stronger effect = lower value;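 active means plate z-score of nuclear minus cytoplasmic receptor signal below a set negative limit, without overly bright fluorescence or cell loss, cut at about -3.5 in these data, passing the limit was not always enough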;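 further: z-score of nuclear minus cytoplasmic ring GR-EGFP intensity difference per well; some compounds called inactive have numbers as strong as hits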
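Also added – dexamethasone, 1.0 µM final · Buffer or medium – tet-free, stripped-serum medium · Schedule – induction 48 h, compound 1 h, agonist 30 min · Detection – formaldehyde fixation, Hoechst nuclear stain, 10x automated fluorescence imaging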
M1AAP inhibition = P. falciparum M1AAP inhibitors, biochemical, fluorogenic H-Leu-NHMec substrate, 1536-well (AID 1445) | 220,000 compounds, 0.42% hits | one-dose inhibition, % at 30 µM; IC50 in µM for titrated hits | recombinant M1AAP, H-Leu-NHMec fluorogenic kinetic assay; higher % means a stronger effect;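 active means primary inhibition above the hit cutoff, then over 50% inhibition at one or more dose response concentrations, cut at about 23% in these data, passing the limit was not always enough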;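 further: plate controls were DMSO full reaction for no effect and no enzyme background for full effect; strong numbers were not always called active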
XIAP antagonists = XIAP antagonists, biochemical, IAP family, fluorescence polarization (AID 1018); XIAP BIR domain, fluorescence polarization peptide displacement; higher % means a stronger effect; one-dose displacement, % at 20 µM; IC50 in µM for titrated hits; 200,000 compounds, 0.007% hits; in the data active means displacement above about 50%; further: a part of the inactive calls stands beside numbers as strong as those of hits
PMI inhibition = human PMI inhibitors, high substrate, primary screen, biochemical, fluorescence intensity, high mannose 6-phosphate (AID 1220) | recombinant PMI enzyme, coupled fluorescence intensity; higher % means a stronger effect | one-dose inhibition, % at 20 µM; IC50 in µM for titrated hits | 190,000 compounds, 0.66% hits
human PMI inhibition = MPI enzyme activity inhibition – biochemical, fluorescence intensity, coupled assay, primary screen (AID 1209) | inhibition, % at 20 µM; hits with a dose series show IC50 in µM | 190,000 compounds, 0.42% hits | purified PMI enzyme, coupled fluorescence intensity; higher % means a stronger effect;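 further: plate controls were DMSO vehicle for no effect and wells lacking substrate for full effect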
Siah-1 displacement = Siah-1 peptide-binding antagonists, primary screen, biochemical, fluorescence polarization, rhodamine-plectin, uHTS (AID 1817) | 290,000 compounds, 0.02% hits | Siah-1 / rhodamine-plectin peptide fluorescence polarization; higher % means a stronger effect | displacement, % at 20 µM; hits with a dose series show IC50 in µM;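 active means displacement of at least 50% at 20 µM, with a fluorescence ratio check between 0.3 and a set limit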;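 further: plate controls were Siah plus tracer with DMSO for no effect and tracer alone without Siah for full effect; strong numbers were not always called active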
P. falciparum M17LAP = P. falciparum M17LAP inhibitors, primary screen, biochemical, fluorogenic H-Leu-NHMec substrate, 1536-well (AID 1619); recombinant M17LAP, H-Leu-NHMec fluorogenic kinetic assay; higher % means a stronger effect; inhibition, % at 30 µM; hits with a dose series show IC50 in µM; 220,000 compounds, 0.38% hits;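 active means compound inhibiting the enzyme by more than half at any dose during confirmatory dose-response retesting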;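 further: plate controls were full reaction with DMSO carrier for no effect and no enzyme background for full effect; strong numbers were not always called active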
Dynein cargo inh cytoplasmic EGFP = second read-out of Dynein cargo inh, no call of its own (marks repeat the call); z-score; measured here: cytoplasmic GR-EGFP intensity; stronger effect = higher value
Dynein cargo inh nuclear GR-EGFP = recorded beside Dynein cargo inh, whose call it bears; z-score; measured here: nuclear GR-EGFP intensity;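 lower value marks the stronger effect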
Dynein cargo inh cell count = second read-out of Dynein cargo inh, no call of its own (marks repeat the call); z-score; measured here: cell count per field
* marks the source's active call; other numbers are inactive results; / = no result given. Unless noted, no stated cut-off is given here; in the data, active means inhibition above about 50%; inactive means the rest.

AID2073,LYP inhibition,Dynein cargo inh,Dynein cargo inh cytoplasmic EGFP,Dynein cargo inh nuclear GR-EGFP,Dynein cargo inh cell count,M1AAP inhibition,XIAP antagonists,PMI inhibition,human PMI inhibition,Siah-1 displacement,P. falciparum M17LAP,Structure
6%,-4%,-0.11,-0.28,0.069,-0.0049,3%,-3.3%,0%,-8%,-2%,1%,O=C(O)c1ccc(N2C(=O)CSC2c2cccc([N+](=O)[O-])c2)cc1 (stereo unspecified)
-3%,-2%,-0.75,0.072,-0.47,0.51,8%,-5.6%,7%,18%,4%,-6%,CC(C)(C)n1nnnc1C(c1ccccn1)N(Cc1ccccc1)Cc1ccc(Cl)cc1 (stereo unspecified)
-7%,0%,-0.56,-0.3,0.081,0.68,4%,-2.0%,19%,12%,0%,-3%,COc1cccc(CN(C)CC(=O)Nc2ccccc2C(=O)Nc2ccccc2)c1
-8%,-3%,-0.5,-0.2,0.084,-0.15,3%,-3.8%,27%,12%,-4%,-10%,COc1cc(NS(=O)(=O)c2ccc(C)cc2C)cc(OC)c1OC
8%,-4%,0.14,-0.27,0.18,-0.42,7%,-2.6%,11%,6%,0%,-5%,Cc1cccc2nc(-c3ccco3)c(Nc3ccc4c(c3)OCCO4)n12
3%,-4%,0.28,-0.11,0.31,0.15,-1%,-16%,2%,-4%,3%,13%,CC(NCC1COc2ccccc2O1)C(=O)NCc1ccccc1 (stereo unspecified)
-4%,6%,-1.1,-0.1,-0.95,-0.099,9%,-5.0%,-5%,3%,3%,12%,Cc1ccc(/C=C/C(=O)Nc2cccc3ncccc23)o1
5%,5%,-0.65,-0.37,-0.19,1.2,0%,-3.2%,5%,3%,-3%,22%,CCOc1cc(/C=C(\CC(=O)O)c2nc3ccccc3s2)ccc1OC
-5%,2%,-0.83,-0.51,-0.52,0.83,7%,-6.2%,-3%,0%,0%,-7%,COCCn1c(SCc2ccc(C(=O)OC)o2)nc2ccccc2c1=O
14%,-1%,-0.69,-0.31,-0.35,0.88,1%,-1.2%,15%,22%,-1%,6%,Cc1cccc2c1N(CC(=O)OC(C)C)C(=O)C2=O
4%,0%,0.34,-0.32,-0.012,0.092,8%,-0.5%,18%,15%,2%,6%,Cc1ccccc1-n1nc2c(c1NC(=O)c1cc3ccccc3oc1=O)CS(=O)(=O)C2
13%,-4%,-0.17,-0.21,-0.28,-0.46,3%,1.5%,1%,-2%,22%,-11%,CC(Cn1cnc2ccccc21)C(=O)O (stereo unspecified)
-5%,-6%,-0.15,-0.1,0.56,-1.8,-1%,4.3%,19%,24%,-3%,-1%,O=C(CSC1=NCCS1)N1CCc2ccccc21
1%,-6%,0.39,-0.35,0.56,0.35,0%,-3.5%,-4%,-12%,0%,2%,O=C(CC1Nc2ccccc2NC1=O)NCc1cccnc1 (stereo unspecified)
-27%,-6%,-0.03,-0.43,-0.089,-0.058,5%,-3.6%,-3%,-5%,4%,5%,COc1cc2[nH]c(=S)nc(NCC3CCCO3)c2cc1OC (stereo unspecified)

AID2073,LYP inhibition,Dynein cargo inh,Dynein cargo inh cytoplasmic EGFP,Dynein cargo inh nuclear GR-EGFP,Dynein cargo inh cell count,M1AAP inhibition,XIAP antagonists,PMI inhibition,human PMI inhibition,Siah-1 displacement,P. falciparum M17LAP,Structure
13%,-11%,-0.5,-0.25,-0.056,0.98,6%,-4.4%,-22%,-11%,-7%,-11%,CSc1nnc(-c2ccccc2Cl)n1N
0%,-10%,-0.86,-0.091,-0.74,0.84,2%,-3.3%,10%,9%,4%,-1%,CCS(=O)(=O)N1CCCC(C(=O)NCCN2CCC(Cc3ccccc3)CC2)C1 (stereo unspecified)
-2%,-10%,-0.97,-0.19,-0.87,1.3,-6%,-10%,0%,3%,8%,4%,Nc1nnc(SCC(=O)NCc2ccc3c(c2)OCO3)s1
5%,-3%,-0.84,-0.15,-0.18,-0.079,0%,-1.7%,-3%,9%,1%,37µM*,CCOC(=O)CSc1nnc(-c2ccco2)n1-c1ccc(C)cc1
13%,-11%,-0.82,-0.26,-0.38,0.29,8%,-6.7%,-3%,3%,-6%,-2%,Cc1nn(C)cc1CN(C)Cc1ccc(OCC(O)CN2CCCCC2)cc1 (stereo unspecified)
14%,-6%,-0.98,0.025,-0.27,0.16,6%,-6.5%,3%,9%,-3%,-1%,CCOC(=O)c1cc2occc2n1Cc1c(F)cccc1Cl
14%,-31%,2.1,-0.18,0.37,-1,10%,-6.8%,5%,6%,-2%,1%,Cc1ccc(Cn2cccc(-c3nc4ccccc4s3)c2=O)cc1
-10%,-2%,2.2,-0.061,2.2,-2.6,-3%,-2.5%,-4%,4%,-6%,4%,CN(c1ccc(C(=O)NCc2ccc3c(c2)OCO3)cc1)S(C)(=O)=O
10%,-3%,-1.5,0.5,-0.8,0.76,1%,-0.8%,-41%,-41%,5%,5%,O=C(c1ccc(F)cc1)[C@@H]1[C@@H](C(=O)c2ccccc2)[C@@]2(C(=O)Nc3ccccc32)[C@H]2c3ccccc3C=CN12
31%,-5%,1.3,-0.28,0.55,-0.97,6%,-3.7%,2%,-4%,0%,6%,CCOC(=O)C1=C(CN2CCN(C(=O)OCC)CC2)NC(=O)NC1c1ccc2c(c1)OCO2 (stereo unspecified)
4%,3%,1.4,-0.049,0.82,-1.1,11%,-4.5%,6%,2%,3%,48%,O=C(Nc1ccc(C(=O)O)cc1)/C(=C/c1ccc2c(c1)OCO2)NC(=O)c1cccc(Br)c1
3%,-5%,0.23,-0.084,0.95,-0.37,1%,-2.0%,6%,0%,0%,-4%,O=C(CN1CCOCC1)Nc1ccc(NC(=O)CN2CCOCC2)c(Cl)c1
31%,5%,0.68,-0.25,0.18,-0.94,9%,-4.2%,12%,1%,2%,6%,Cc1cc(C)c2nc(-c3cccnc3)cc(C(=O)Nc3ccc(S(=O)(=O)Nc4onc(C)c4C)cc3)c2c1
-2%,-4%,0.87,-0.27,0.29,0.1,-4%,/,/,/,8%,1%,NS(=O)(=O)c1ccc(NC(=O)c2c(F)cccc2Cl)cc1
48%,1%,-0.35,-0.31,0.021,0.56,4%,-4.7%,11%,12%,2%,3%,CC(=O)N1CCc2cc(Br)cc(S(=O)(=O)N3CCc4ccccc43)c21

Some of these compounds in order of count of non-hydrogen atoms, smallest number first.
AID2073,LYP inhibition,Dynein cargo inh,Dynein cargo inh cytoplasmic EGFP,Dynein cargo inh nuclear GR-EGFP,Dynein cargo inh cell count,M1AAP inhibition,XIAP antagonists,PMI inhibition,human PMI inhibition,Siah-1 displacement,P. falciparum M17LAP,Structure
13%,-11%,-0.5,-0.25,-0.056,0.98,6%,-4.4%,-22%,-11%,-7%,-11%,CSc1nnc(-c2ccccc2Cl)n1N
-2%,-4%,0.87,-0.27,0.29,0.1,-4%,/,/,/,8%,1%,NS(=O)(=O)c1ccc(NC(=O)c2c(F)cccc2Cl)cc1
4%,3%,1.4,-0.049,0.82,-1.1,11%,-4.5%,6%,2%,3%,48%,O=C(Nc1ccc(C(=O)O)cc1)/C(=C/c1ccc2c(c1)OCO2)NC(=O)c1cccc(Br)c1

The results go on.
AID2073,LYP inhibition,Dynein cargo inh,Dynein cargo inh cytoplasmic EGFP,Dynein cargo inh nuclear GR-EGFP,Dynein cargo inh cell count,M1AAP inhibition,XIAP antagonists,PMI inhibition,human PMI inhibition,Siah-1 displacement,P. falciparum M17LAP,Structure
9%,-13%,-0.23,-0.23,0.22,0.3,-8%,-8.6%,2%,-5%,-2%,22%,C(=C\CSc1ncn[nH]1)/CSc1ncn[nH]1
-9%,2%,-2.8,0.17,-1.3,0.084,-2%,/,/,/,3%,-1%,CC(=O)N(CCC(c1ccco1)C(C)C)Cc1ccc(OC(C)C)cc1 (stereo unspecified)
9%,-4%,0.26,-0.21,0.24,-1.1,9%,-3.3%,10%,13%,3%,-5%,COc1ccc2c(C)cc(Sc3nnnn3-c3ccccc3)nc2c1
5%,-10%,0.35,-0.15,0.39,-0.66,-5%,-11%,-13%,-10%,4%,-6%,Cc1ccc(NC(=O)CSc2nnc(-c3cccnc3)s2)cc1
-5%,-7%,-0.015,-0.26,-0.3,-0.13,-2%,0.9%,2%,4%,-10%,1%,COc1ccc(NC(=O)c2cccc([N+](=O)[O-])c2)cc1
18%,1%,0.4,-0.21,-0.0042,-0.4,12%,-3.9%,5%,21%,-1%,10%,COc1ccc(/C=C\C(=O)Oc2cccc(/C=N/NC(=O)Cc3ccc(OC)c(OC)c3)c2)cc1
3%,-8%,-0.38,-0.2,0.42,-0.68,2%,/,/,/,-7%,9%,NC(=O)NC(=O)CSc1nc2cc([N+](=O)[O-])ccc2n1-c1cccc(C(F)(F)F)c1
7%,4%,-2.4,0.3,-1.5,0.25,18%,-7.5%,0%,1%,2%,3%,N#CC(C#N)=C1C=CC=CN1/C(=C\c1ccco1)C(=O)c1ccc(-c2ccccc2)cc1
16%,9%,-0.68,-0.29,-0.4,1.1,2%,-1.9%,6%,10%,-1%,7%,COc1ccc(OC)c(NC(=O)c2cccnc2Sc2cc(C)ccc2C)c1
13%,-1%,0.26,-0.17,0.26,-0.083,2%,-2.3%,-2%,2%,1%,-30%,Cc1ccc(S(=O)(=O)NN2C(=O)c3ccccc3NC2c2ccccn2)cc1 (stereo unspecified)
2%,-2%,-0.6,-0.24,-0.31,0.53,-5%,2.5%,0%,-2%,2%,4%,Cc1cccc(-n2c(Cc3cc(=O)[nH]c(=O)[nH]3)nnc2SCC(=O)NCC2CCCO2)c1 (stereo unspecified)
4%,0%,-0.38,-0.17,-0.34,0.68,3%,0.3%,3%,4%,-2%,-9%,CSc1cccc(NC(=O)CN(c2cc(C)ccc2C)S(C)(=O)=O)c1
8%,-6%,0.29,-0.24,0.32,0.085,4%,-4.2%,-2%,6%,1%,7%,CSc1ccc(CN2CCCC(CNC(=O)c3ccc(F)cc3)C2)cc1 (stereo unspecified)
